HEK293 tox – Cytotoxic Profiling in HEK 293 Cell Line of Diverse Libraries Using Quantitative High-Throughput Screening | 94,000 compounds, 6.6% hits | HEK 293 viability, ATP luminescence (CellTiter-Glo), 48-72 h | Potency, µM (top dose mostly 115 µM), without a hit: at the highest dose activity change, negative = cytotoxicity, most hits filed as inhibitors; note: potency is the fitted concentration of half-maximal effect; nearly all actives have a fitted effect of over 60% in size
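Viability of HEK 293 cells, plated at 250 cells/well, was judged by cellular ATP after compound treatment for 48 or 72 hr. Luminescence was imaged 10 min after CellTiter-Glo addition at room temperature.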
3T3 cytotox – Cytotoxic Profiling in NIH 3T3 Cell Line of Diverse Libraries Using Quantitative High-Throughput Screening; NIH 3T3 viability, CellTiter-Glo ATP luminescence, 48-72 h; Potency, µM (top dose mostly 96.7 µM), inactives show at the highest dose activity change, negative = cytotoxicity, actives largely listed as inhibitors; 94,000 compounds, 4.3% hits; AID 1345082, 2018; note: potency is the fitted concentration of half-maximal effect; nearly all actives have a fitted effect of over 55% in size
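NIH 3T3 cells at 400 cells/well received 23 nL of compound by pintool and were incubated 48 or 72 h at 37 °C. Viability was read as ATP-coupled CellTiter-Glo luminescence.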
GPT2 inh – Primary qHTS assay for inhibitors of Glutamate pyruvate transaminase 2 (GPT2) | Recombinant GPT2, coupled pyruvate oxidase/HRP Amplex Red fluorescence | Potency, µM (top dose mostly 57.7 µM), for inactives: at the top dose activity change, negative = inhibition, usual class: inhibitors | 100,000 compounds, 0.25% hits | AID 1671188, 2021; note: potency is the fitted concentration of half-maximal effect; nearly all actives have a fitted effect of over 60% in size; many of its hits are not listed in these tables
Target sequence (Q8TD30 whole entry, looked up): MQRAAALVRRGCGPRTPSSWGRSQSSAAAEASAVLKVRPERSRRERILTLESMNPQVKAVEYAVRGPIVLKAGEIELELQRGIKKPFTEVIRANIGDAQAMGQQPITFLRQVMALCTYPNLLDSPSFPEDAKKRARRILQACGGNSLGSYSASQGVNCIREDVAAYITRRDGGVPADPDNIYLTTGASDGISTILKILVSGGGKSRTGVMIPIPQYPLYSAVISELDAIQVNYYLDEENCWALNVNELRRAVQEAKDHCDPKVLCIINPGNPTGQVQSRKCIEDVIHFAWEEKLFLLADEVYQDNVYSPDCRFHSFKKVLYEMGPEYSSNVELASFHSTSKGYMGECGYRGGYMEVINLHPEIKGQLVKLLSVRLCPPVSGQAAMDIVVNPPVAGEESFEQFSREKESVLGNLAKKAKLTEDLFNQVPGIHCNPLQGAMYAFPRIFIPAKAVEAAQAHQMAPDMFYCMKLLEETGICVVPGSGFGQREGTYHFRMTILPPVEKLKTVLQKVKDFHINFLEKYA
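Inhibition is scored from Amplex Red fluorescence generated when pyruvate oxidase and HRP act on pyruvate released by GPT2. Reactions contain 10ng/uL enzyme, 250uM a-KG and 2mM L-alanine and run 30 min at room temperature.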
Luciferase inh – Firefly luciferase inhibition profiling of diverse chemical library using quantitative high-throughput screening. Potency, µM (top dose mostly 115 µM), without a hit: at the highest dose activity change, negative = inhibition, most hits filed as inhibitors. 76,000 compounds, 2.5% hits. purified P. pyralis luciferase, luminescence, biochemical; note: potency is the fitted concentration of half-maximal effect; nearly all actives have a fitted effect of over 65% in size
Target sequence (P08659 whole entry, looked up): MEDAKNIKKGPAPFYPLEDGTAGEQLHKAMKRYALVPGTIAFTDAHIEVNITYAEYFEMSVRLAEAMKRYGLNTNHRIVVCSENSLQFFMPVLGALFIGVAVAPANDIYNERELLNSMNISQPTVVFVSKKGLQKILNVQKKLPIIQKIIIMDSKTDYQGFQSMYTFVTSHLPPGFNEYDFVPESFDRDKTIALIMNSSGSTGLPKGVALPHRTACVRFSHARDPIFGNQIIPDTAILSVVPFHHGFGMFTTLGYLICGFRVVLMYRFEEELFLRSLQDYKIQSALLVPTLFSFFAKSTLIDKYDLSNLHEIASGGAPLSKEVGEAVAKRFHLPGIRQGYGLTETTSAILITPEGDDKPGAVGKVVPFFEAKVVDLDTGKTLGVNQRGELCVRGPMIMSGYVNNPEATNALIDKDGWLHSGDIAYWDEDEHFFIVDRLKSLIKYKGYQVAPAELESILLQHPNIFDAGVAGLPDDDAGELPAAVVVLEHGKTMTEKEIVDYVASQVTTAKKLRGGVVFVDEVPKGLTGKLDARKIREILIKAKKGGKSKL
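Luminescence read by CCD imaging after purified firefly luciferase (10nM final) was added to substrate buffer holding 10uM D-luciferin and 10uM ATP, pH 7.5, pre-dosed with compound.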
SNCA viab count – GF-AFC viability counterscreen for inhibitors of alpha-synuclein gene (SNCA) expression. HEK-293-SNCA-luc viability, GF-AFC fluorescence, 24 h. Potency, µM (top dose mostly 57.1 µM), inactives show at the highest dose activity change, negative = cytotoxicity, actives largely listed as cytotoxic. 150,000 compounds, 0.12% hits;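 note: potency is the fitted concentration of half-maximal effect; 0% = DMSO-treated cells and -100% = medium-only wells without cells; nearly all actives have a fitted effect of over 30% in size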
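HEK-293-SNCA-luc cells (1500/well) plated 24 h, then exposed 24 h to a dilution series; GF-AFC added 30 min at 37C, fluorescence 405/540 nm; normalised to medium-only and DMSO wells, Hill fit.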
SNCA expr inhib – Primary qHTS assay for inhibitors of alpha-synuclein gene (SNCA) expression; HEK-293 SNCA-luciferase knock-in, luminescence, 24 h; Potency, µM (highest dose often 57.2 µM), without a hit: top-dose activity change, negative = inhibition, most hits filed as inhibitors; 140,000 compounds, 0.17% hits; AID 1671194, 2021;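 note: potency is the fitted concentration of half-maximal effect; plate controls were DMSO cells for no effect and cell-free wells for full effect; nearly all actives have a fitted effect of over 45% in size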
IP6K1 inhibitor – Primary qHTS assay for small molecule inhibitors of Inositol hexaphosphate kinase 1 (IP6K1) | 140,000 compounds, 0.81% hits | AID 1645851, 2021 | IP6K1 kinase, ADP-Glo luminescence, 2 h; active compounds read low | activity change, % (series mostly up to about 58 µM) | Inositol hexakisphosphate kinase 1 (Homo sapiens), Q92551; in the data active = activity change below about -25%
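ADP-Glo luminescence measures ADP made by human IP6K1 during a 2 h RT reaction with ATP/IP6 (mix at 1.3 mM/130 uM); top library doses 57.5 and 19.1 uM final.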
* hit, by the source's call; i = inactive; u = inconclusive; x = no result given; & = joins results of further samples; [ ] = remark or other dose. Unless noted, calls come from the whole dose curve; as a rule, active = well fitted curve in the direction sought with a large enough effect; inconclusive = small, poorly fitted or top-dose-only effect, or another doubt; inactive = no such curve, though single readings can be large; an effect the other way counts as inactive or inconclusive. Unless noted, % is set by controls: 0 for no effect and ±100 for the full control effect. Not all compounds are listed. The share of hits here may be higher or lower than overall.

| Molecule | HEK293 tox | 3T3 cytotox | GPT2 inh | Luciferase inh | SNCA viab count | SNCA expr inhib | IP6K1 inhibitor |
| --- | --- | --- | --- | --- | --- | --- | --- |
| COCCNc1ncc(-c2ccsc2)c2c1OCC2 | u | u | i | 22µM* | 5%[87.6 µM] | 95%[activator][87.6 µM] | 6 |
| Cc1ccc(NC(=O)c2ccc3c(c2)N(S(C)(=O)=O)CC3)cc1 | u | -19% | i | 1.3µM* | 2% | -26% | 3 |
| CCC(Sc1ncc(S(=O)(=O)c2ccc(Cl)cc2)c(=O)[nH]1)C(=O)Nc1ccc(OC)cc1 (stereo not given) | x | x | x | x | -18% | 15% | -8 |
| O=C(CN1C(=O)CCc2cc(S(=O)(=O)N3CCOCC3)ccc21)NCc1ccc(F)cc1 | x | x | x | x | 5% | -9% | -13 |
| CCCS(=O)(=O)N(C)C1CCc2nn(CC3CC3)c(=O)n2CC1 (stereo not given) | 0% | -13% | i | -16% | u | 17% | -9 |
| CC(C)CCN1CCOc2ccc(C(=O)NCc3ccccc3F)cc2C1 | -18% | -18% | i | 14% | -6% | 9% | 2 |
| CCc1noc(-c2cn(C3CCN(C(=O)c4cc(F)ccc4F)C3)nn2)n1 (stereo not given) | 0% | -14% | -10% | 0% | -2% | -2% | 13 |
| COCCn1c(=O)c(C(=O)N2CCN(C(=O)Cc3cccc(Cl)c3)CC2)nc2cccnc21 | -4% | 4% | 2% | x | 10% | -11% | -7 |
| CCc1nnc(SCc2cc(C)ccc2C)c2cc3sc(C)cc3n12 | x | x | x | x | 11% | 17% | 35 |
| COC1CCOC2(CCN(C(=O)CCc3nc4ccccc4s3)CC2)C1 (stereo not given) | u | u | i | -22% | 4%[12.5 µM] | 97%[activator] | -8 |
| O=C(Nc1cccc(-c2nnc3n2CCCC3)c1)c1ccc[nH]c1=O | 0% | i | i | -8% | -6% | -26% | 18 |
| Cc1ccccc1C(=O)NCc1nnc2ccc(-c3ccccc3)nn12 | u | 1% | i | 0% | 5% | 3% | -5 |
| COc1ccc(S(=O)(=O)N(CC(=O)Nc2ccc(F)c(Cl)c2)c2ccc(C)cc2)cc1OC | x | x | x | x | 4% | 12% | 8 |
| O=C(Cn1c(=O)oc2cc(S(=O)(=O)NCc3ccccc3)ccc21)Nc1cccc(F)c1 | x | x | x | x | -4% | -10% | 19 |
| Cc1ccc(NC(=O)CN2C(=O)CC(c3ccco3)Sc3ccccc32)cc1Cl (stereo not given) | x | x | x | x | 6% | -3% | 0 |
| CCn1ccnc1CC1COc2ccccc2O1 (stereo not given) | x | x | -4%&-2% | x | 9% | 30% | 12 |
| Cc1c(Cl)cccc1NC(=O)Cn1cc(C(=O)c2cccs2)c2ccccc21 | x | x | x | x | -27% | -25% | -10 |
| CCS(=O)(=O)N1CC(=O)N(c2ccccc2C)C(C)(C(=O)NC2CCCCC2)C1 (stereo not given) | x | x | x | x | -15% | 12% | -1 |
| O=C(CN1C(=O)CCn2nc(-c3ccccc3)cc21)NCc1ccc(Cl)cc1 | x | x | x | x | -6% | -5% | -1 |
| O=C(C1CCN(Cc2ccccc2-c2cccnc2)CC1)N1CCCCC1 | u | u | 2% | x | 2% | 1% | -1 |
| Cc1cc(C)cc(-c2ccc(CN3CCCC3C(=O)Nc3cccc(F)c3)cc2)c1 (stereo not given) | u | u | -6% | x | 6% | 3% | -1 |
| CCOC(=O)c1cc2c(=O)n3ccccc3nc2n(C)c1=NC(=O)c1c(-c2c(F)cccc2Cl)noc1C | x | x | x | x | u | -14% | -10 |
| O=c1[nH]c(N2CCOCC2)nc2c1CCN(Cc1cccc(C(F)(F)F)c1)CC2 | -6% | -8% | 2% | 2% | 3% | -19% | 0 |
| COc1ccc(S(=O)(=O)NCCc2sc(-c3cccnc3)nc2C)cc1 | x | x | x | x | -21% | 10% | 8 |
| Cc1ccc(-c2cc3c(=O)n(CCNC(=O)Cc4cccc(F)c4)ccn3n2)c(C)c1 | u | u | i | 3.5µM* | 3% | -21% | -8 |
| COc1ccc(C(=O)N2CCC(Cc3nc(-c4ccc(F)cc4)no3)CC2)c(C)c1 | u | u | 1% | 7% | -11% | -26% | 0 |
| O=C1Cc2c(-c3ccccc3OCc3ccccc3)n[nH]c2CN1CCOc1ccccc1 | u | u | -5% | -10% | u | u | 2 |
| COc1cccc(C(=O)Nc2cccc(C(=O)OCc3cc(=O)n4c5c(sc4n3)CCCC5)c2)c1 | x | x | x | x | -7% | 20% | 18 |
| COc1ccc(OCC2c3cc(OC)c(OC)cc3CCN2C(=O)c2c(F)cccc2F)cc1 (stereo not given) | x | x | x | x | -10% | 7% | 12 |
| C=C1CC[C@@H]2[C@](C)(CO)[C@H](O)CC[C@@]2(C)[C@@H]1CC(=O)C1=CCOC1=O | x | x | i | x | 6% | x | 52 |
| O=C(NC1CCCC1)C1(CCO)CCN(Cc2ccccc2)C1 (stereo not given) | -28% | -15% | i | 3% | 0% | 19% | 9 |
| Cc1cccc(-n2ncc3c(NNC(=O)c4ccccc4Cl)ncnc32)c1 | x | x | x | x | -6% | u | 22 |
| C[S+](=O)([O-])N1Cc2ccccc2CC2(CCCCN2CC2CCOCC2)C1 (stereo not given) | -7% | -7% | -1% | x | -3% | -8% | -4 |
| CCn1c2c(c(=O)n1-c1ccccc1)CCN(C(=O)c1ccnn1C)C2 | i | u | -10%[88.5 µM] | -2%[172 µM] | 9%[87.6 µM] | -7%[87.6 µM] | 1 |
| COc1cccc2c1[C@@H]1CN(CCCCn3c(=O)[nH]c4c(sc5ncc(-c6ccccc6)nc54)c3=O)C[C@@H]1CO2 | x | x | i | x | -17% | 17% | x |
| Cc1cccc(NC(c2cccc(Cl)c2)c2ccc3cccnc3c2O)n1 (stereo not given) | x | x | x | x | -4% | 8.9µM* | 0 |
| COC[C@@H]1CN(Cc2cn[nH]c2-c2ccccc2)C[C@H]1c1nc(C)no1 | -11% | i | -16% | -1% | -4% | u | -6 |
| COc1ncccc1-c1nccn2c(C3CN(C(=O)c4cc5ccccc5[nH]4)C3)ncc12 | u | -25%[138 µM] | -4%[88.5 µM] | 2%[172 µM] | 1%[87.6 µM] | -4%[87.6 µM] | -9 |
| COc1ccc(Cl)cc1NC(=O)c1cc(=O)c2cc(C)cc(C)c2o1 | x | x | x | x | -2% | 107%[activator] | 9 |
| CC1CCCC(O)CCC/C=C/c2cc(OS(=O)(=O)O)cc(O)c2C(=O)O1 (stereo not given) | x | x | -7%[27.3 µM] | x | -23% | x | 14 |
| CSc1nc2sc3c(c2c(=O)n1-c1ccc(C)cc1)CCCC3 | x | x | x | x | 1% | 12% | 13 |
| O=C(c1ccccc1)N1CCc2nnc(C3CC3)n2CC1 | i | i | -6% | 3% | 6% | -4% | -7 |
| CC(=O)Nc1ccccc1NC(=O)CN1CCCC(C(N)=O)C1 (stereo not given) | -4% | 1% | -15% | 4% | -8% | -1% | -3 |
| CC(C)NC(=O)c1ccnc(-c2cc(NC3CCCC3)nc3[nH]ccc23)c1 | u | u | 5% | -4% | -19% | -13% | -9 |
| COCC1CN(C(=O)c2ccnn2C)CC12CCOCC2 (stereo not given) | -6% | i | i | -3% | -3% | 8% | 4 |

Record cards, from the list above. Order of screens: HEK293 tox | 3T3 cytotox | GPT2 inh | Luciferase inh | SNCA viab count | SNCA expr inhib | IP6K1 inhibitor
CC1CCCC(O)CCC/C=C/c2cc(OS(=O)(=O)O)cc(O)c2C(=O)O1 (stereo not given) is listed as x | x | -7%[27.3 µM] | x | -23% | x | 14
COc1cccc2c1[C@@H]1CN(CCCCn3c(=O)[nH]c4c(sc5ncc(-c6ccccc6)nc54)c3=O)C[C@@H]1CO2 is listed as x | x | i | x | -17% | 17% | x

The list goes on.
| Molecule | HEK293 tox | 3T3 cytotox | GPT2 inh | Luciferase inh | SNCA viab count | SNCA expr inhib | IP6K1 inhibitor |
| --- | --- | --- | --- | --- | --- | --- | --- |
| CC(c1cccs1)N(C)Cc1cccc2ccccc12 (stereo not given) | 112µM* | u | i | u | 12%[87.6 µM] | 68%[activator][87.6 µM] | 14 |
| Clc1cc(NCc2ccccc2Cl)n2nccc2n1 | u | 20µM* | -12%[88.5 µM] | -7%[172 µM] | 5%[87.6 µM] | 13%[87.6 µM] | 8 |
| COc1cccc(CNC(=O)c2oc3c(c2C)-c2nn(Cc4cccc(Cl)c4)cc2CC3)c1 | x | x | x | x | -12% | u | -17 |
| c1ccc(N2CCCC2)c(-c2nc(C3CCOC3)no2)c1 (stereo not given) | -18% | u | 1% | -3% | 3% | 10% | 2 |

Grouped by structure: those above containing fluorine.
| Molecule | HEK293 tox | 3T3 cytotox | GPT2 inh | Luciferase inh | SNCA viab count | SNCA expr inhib | IP6K1 inhibitor |
| --- | --- | --- | --- | --- | --- | --- | --- |
| O=C(CN1C(=O)CCc2cc(S(=O)(=O)N3CCOCC3)ccc21)NCc1ccc(F)cc1 | x | x | x | x | 5% | -9% | -13 |
| CC(C)CCN1CCOc2ccc(C(=O)NCc3ccccc3F)cc2C1 | -18% | -18% | i | 14% | -6% | 9% | 2 |
| CCc1noc(-c2cn(C3CCN(C(=O)c4cc(F)ccc4F)C3)nn2)n1 (stereo not given) | 0% | -14% | -10% | 0% | -2% | -2% | 13 |
| COc1ccc(S(=O)(=O)N(CC(=O)Nc2ccc(F)c(Cl)c2)c2ccc(C)cc2)cc1OC | x | x | x | x | 4% | 12% | 8 |
| O=C(Cn1c(=O)oc2cc(S(=O)(=O)NCc3ccccc3)ccc21)Nc1cccc(F)c1 | x | x | x | x | -4% | -10% | 19 |
| Cc1cc(C)cc(-c2ccc(CN3CCCC3C(=O)Nc3cccc(F)c3)cc2)c1 (stereo not given) | u | u | -6% | x | 6% | 3% | -1 |
| CCOC(=O)c1cc2c(=O)n3ccccc3nc2n(C)c1=NC(=O)c1c(-c2c(F)cccc2Cl)noc1C | x | x | x | x | u | -14% | -10 |
| O=c1[nH]c(N2CCOCC2)nc2c1CCN(Cc1cccc(C(F)(F)F)c1)CC2 | -6% | -8% | 2% | 2% | 3% | -19% | 0 |
| Cc1ccc(-c2cc3c(=O)n(CCNC(=O)Cc4cccc(F)c4)ccn3n2)c(C)c1 | u | u | i | 3.5µM* | 3% | -21% | -8 |
| COc1ccc(C(=O)N2CCC(Cc3nc(-c4ccc(F)cc4)no3)CC2)c(C)c1 | u | u | 1% | 7% | -11% | -26% | 0 |
| COc1ccc(OCC2c3cc(OC)c(OC)cc3CCN2C(=O)c2c(F)cccc2F)cc1 (stereo not given) | x | x | x | x | -10% | 7% | 12 |

Compound activity deposited in PubChem by National Center for Advancing Translational Sciences (NCATS).
